Source: PubChem
12-hLO inh: qHTS Assay for Inhibitors of 12-hLO (12-human lipoxygenase); purified 12-hLO, xylenol orange hydroperoxide absorbance; AID 1452, 2008; Potency, µM (highest dose often 57.1 µM), without a hit: top-dose activity change, negative = inhibition, most hits filed as inhibitors; hit rate 0.12% among 150,000; note: potency is the fitted concentration of half-maximal effect; nearly all actives have a fitted effect of over 55% in size; many of its hits are not listed in these tables
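Lipoxygenase turnover measured by absorbance at 573 and 405 nm after Fe-XO development. Human 12hLO 150 nM, arachidonate 40 uM, pH 7.0 Hepes buffer with detergent; 15 min compound preincubation, 30 min reaction.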
IMPase inh: qHTS Assay for Identifying the Cell-Membrane Permeable IMPase Inhibitors; Inositol monophosphatase 1 (Rattus norvegicus), P97697; CHO-M1 cells, IP1 accumulation, HTRF TR-FRET ratio; inhibition (IP1 accumulation), % at 46.1 µM; 120,000 tested, under 10 active; AID 901, 2007; active = well fitted curve in the direction sought with a large enough effect in the signal ratio, not every such curve was filed as active; inconclusive = small, poorly fitted or top-dose-only effect, or a change in a side signal; inactive = no such curve, though single readings can be large or run the other way; the % refers to the signal ratio;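 note: cells stimulated with carbachol in lithium chloride buffer; plate controls were DMSO basal wells for no effect and reference inhibitor wells for full effect; higher means more IMPase inhibition seen as more IP1 and lower FRET ratio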
Target sequence (P97697 whole entry, looked up): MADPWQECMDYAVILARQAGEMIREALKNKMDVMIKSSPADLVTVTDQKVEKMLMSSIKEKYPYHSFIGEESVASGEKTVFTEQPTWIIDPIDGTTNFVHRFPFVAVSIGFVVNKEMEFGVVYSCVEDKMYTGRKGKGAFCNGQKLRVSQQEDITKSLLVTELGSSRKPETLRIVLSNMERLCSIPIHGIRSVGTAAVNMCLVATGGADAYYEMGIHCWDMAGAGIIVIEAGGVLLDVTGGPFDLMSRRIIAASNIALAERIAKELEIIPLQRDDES
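Elevated IP1 in lysates lowers TR-FRET signal (665/620 ratio and 620 channel reported). Cells were CHO-M1, given carbachol (50 uM as added) plus 50mM LiCl, pH 7.4, 30 min, 37C; compounds titrated up to 46 uM; AC50 by Hill equation.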
ALOX15B inhib: qHTS Assay for Inhibitors of 15-hLO-2 (15-human lipoxygenase 2); Polyunsaturated fatty acid lipoxygenase ALOX15B (Homo sapiens), O15296; purified 15hLO-2, xylenol orange hydroperoxide absorbance; Potency, µM (series often up to 57.1 µM), for inactives: top-dose activity change, negative = inhibition, actives largely listed as inhibitors; hit rate 0.56% among 110,000; note: potency is the fitted concentration of half-maximal effect; nearly all actives have a fitted effect of over 60% in size; many of its hits are not listed in these tables
Target sequence (O15296 whole entry, looked up): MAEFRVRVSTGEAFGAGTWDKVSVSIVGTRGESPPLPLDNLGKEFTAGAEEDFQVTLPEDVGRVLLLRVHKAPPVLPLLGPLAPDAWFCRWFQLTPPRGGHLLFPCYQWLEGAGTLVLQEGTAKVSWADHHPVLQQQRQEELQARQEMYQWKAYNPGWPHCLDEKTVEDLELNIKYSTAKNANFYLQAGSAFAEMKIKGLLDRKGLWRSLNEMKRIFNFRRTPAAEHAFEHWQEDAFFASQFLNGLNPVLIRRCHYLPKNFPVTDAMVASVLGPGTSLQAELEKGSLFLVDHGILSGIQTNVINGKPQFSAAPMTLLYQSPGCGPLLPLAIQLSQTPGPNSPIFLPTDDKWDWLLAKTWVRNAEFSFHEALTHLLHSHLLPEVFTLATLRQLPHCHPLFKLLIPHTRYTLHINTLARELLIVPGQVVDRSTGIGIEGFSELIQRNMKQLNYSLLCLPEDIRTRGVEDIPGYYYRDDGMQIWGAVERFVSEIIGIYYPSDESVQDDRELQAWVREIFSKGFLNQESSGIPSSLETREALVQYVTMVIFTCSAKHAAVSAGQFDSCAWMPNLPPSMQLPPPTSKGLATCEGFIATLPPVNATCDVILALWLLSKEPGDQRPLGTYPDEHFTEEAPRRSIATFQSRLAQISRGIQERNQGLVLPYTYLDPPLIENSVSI
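Purified human 15hLO-2 (50 nM) preincubated 15 min with compound, then 45 uM arachidonic acid for 90 min at RT in 25 mM Hepes pH 7.5, 0.01% Triton X-100. Hydroperoxide detected by Fe-xylenol orange; 573/405 nm absorbance ratio.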
PNC assembly inh: High Content Assay for Compounds that inhibit the Assembly of the Perinucleolar Compartment | PC3M PTB-GFP, PNC prevalence imaging, 16 h; hits give low values | activity change (PNC), negative = inhibition, % at 10 µM | hit rate 3.1% among 140,000 | AID 2417, 2010;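 active = readout at or below -70, meaning at least 70% loss of cells showing the perinucleolar compartment, a nuclear body marking cancer cells; inconclusive = readout between -30 and a set limit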;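 note: plate controls were DMSO wells for no effect and camptothecin positive control wells for full effect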
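PC3M cells stably expressing PTB-GFP, 750–1000 cells/well, treated 16 h at 37 °C with compound (23 nl of library stock), in duplicate. After paraformaldehyde fixation and Hoechst stain, imaged at 20x; PNC prevalence scored by image analysis.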
* marks the source's active call; other numbers are inactive results; ? = inconclusive; . = not tested or not shown; [ ] = another dose, or the depositor's remark. Unless noted, calls come from the whole dose curve; as a rule, active = well fitted curve in the direction sought with a large enough effect; inconclusive = small, poorly fitted or top-dose-only effect, or another doubt; inactive = no such curve, though single readings can be large; an effect the other way counts as inactive or inconclusive. Unless noted, % is set by controls: 0 for no effect and ±100 for the full control effect. Only part of the results is shown, so the mix of outcomes need not match the whole.

12-hLO inh,IMPase inh,ALOX15B inhib,PNC assembly inh,Molecule
-14%,7,-28%,24,C(=N\Nc1nc2ccccc2s1)/c1cccs1
1%,-2,1%,10,N#CCSc1nnc(Cc2cccs2)n1C1CCCCC1
-9%,.,.,?,COc1cc(S(=O)(=O)Nc2cc(C)cc(C)c2)ccc1F
-3%,.,.,-26,Cc1cc(/C=C(\C#N)C(=O)NCCc2c[nH]c3ccccc23)c(C)n1C
0%,7,19%,24,BrC(=C\c1ccccc1)/C=N/N1CCN(Cc2ccccc2)CC1
1%,-1,8%,.,OC[C@H]1NC[C@@H](O)[C@@H](O)[C@H]1O
0%,.,.,?,C/C(CCN1CCCCc2nc(C)c(C)cc21)=N\O[C@@H](C)c1cn([C@H](CO)Cc2ccccc2)nn1
-3%,-5,.,-17,O=C(Cc1ccccc1)Nc1c(C(=O)N2CCCCCC2)cnn1-c1ccccc1
-9%,1,2%,15,CC(C)Cn1c2c(c(O)c(C(=O)Nc3nccs3)c1=O)CCCC2
9%,3,1%,?,O=C(O)CCN1C(=O)C2C3C=CC(C3)C2C1=O (stereo not given)
-3%,.,.,?,Cc1ccccc1/C=C\c1nc2ccccc2c(=O)n1Cc1ccccc1
5%,-9,-9%,?,CC1(C)Cc2ccccc2-c2nnc(SCC(=O)N3CCc4ccccc43)n21
1%,-1,-1%,-18,CCOC(=O)N1CCC(NC(=O)Cn2cccc2C(=O)c2ccccc2)CC1
5%,0,.,18,CCCC(=O)NC(=S)Nc1ccc(NC(=O)C(C)C)c(OC)c1
-8%,-12[1.84 µM],-26%[11.4 µM],?,CCCCCCC(=O)N(O)C1CC(=O)N(Cc2ccccc2)C1=O (stereo not given)
-1%,0,1%,-5,COc1ccccc1-n1cnnc1SCc1csc(-c2ccccc2)n1
-9%,-3,-27%,2,Cc1ccc(CSC2=Nc3ccccc3C3=NC(CCC(=O)NCc4ccco4)C(=O)N23)cc1 (stereo not given)
3%,12,-2%,9,COc1ccc(-c2nc(SCC(=O)NCc3ccco3)c(-c3ccccc3)[nH]2)cc1OC
-8%[0.00818 µM],.,17%[0.0915 µM],.,C=C(C)[C@H]1CC=C(CO)CC1
-3%,6,-2%,8,CCOC(=O)CSc1nc(N)nc(C)c1Br
-17%,16,61%[activator],19,COc1ccc2c(c1)[nH]c1c(N3CCN(Cc4ccc5c(c4)OCO5)CC3)ncnc12
-3%,2,.,121,Cn1cnnc1SC1CCCCC1NS(=O)(=O)c1ccc(Cl)cc1 (stereo not given)
-25%,-2,-14%,-19,COc1cc(C2Nc3ccccc3C(=O)N2c2ccccc2)ccc1O (stereo not given)
0%,.,.,43,COCCCNC(=O)COc1ccc(S(=O)(=O)NCc2ccccc2)cc1Cl
0%,-2,0%,?,CCc1nc(SCC(=O)NCCc2ccc(OC)c(OC)c2)c2c(=O)n(C)c(=O)n(C)c2n1
4%,-4,10%,-8,O=C(O)C1C2C=CC(C2)C1C(=O)N1CCN(C/C=C/c2ccccc2)CC1 (stereo not given)
-1%,.,.,-9,CCc1nnc(NS(=O)(=O)c2ccc(N/C=C/C(=O)c3ccc(C)cc3)cc2)s1
-4%,4,.,2,CCCNC(=O)OCC12CC3CC(CC(C3)C1)C2
-25%,10,-5%,?,COC(=O)c1nnn(-c2nonc2N)c1CSc1ccc(Cl)cc1
2%,0,.,-20,O=C(NCc1ccco1)c1nnc(Cc2ccc(F)cc2)o1
3%,?,-2%,36,c1csc(-c2nn[nH]n2)c1
-8%,3,-10%,-24,CCc1cc2cc3c(cc2nc1SCC(=O)N1CCN(C(=O)c2ccco2)CC1)OCO3
-5%,0,-1%,?,O=C(O)C1C2C=CC(C2)C1C(=O)N1CCOCC1 (stereo not given)
-1%,-2,-3%,.,Oc1ccc(Cn2cc[nH]c2=S)cc1
1%,-1,-12%,?,O=C(O)CC/C(=N\Nc1ccc(S(=O)(=O)N2CCCC2)cc1[N+](=O)[O-])c1cccs1
-4%,6,1%,-19,COCCN1Cc2cccc(C(=O)Nc3ccccc3OC)c2C1=O
-13%,5,.,?,Cn1nc(C(=O)Nc2nc3ccccc3[nH]2)c2ccccc2c1=O
1%,10,8%,?,CCC1CCCCN1Cc1nc2c(c(=O)n(C)c(=O)n2C)n1CCCc1ccccc1 (stereo not given)
2%,-6[20.6 µM],9%,.,Cc1cc2cc3c(C)cc(=O)oc3c(C)c2o1
2%,1[1.84 µM],7%[11.4 µM],?,COC(=O)c1ccc(C(=O)OC)c(NC(=O)CSCc2ccccc2Br)c1
-12%,-3,4%,-3,Cc1n[nH]c(C)c1Sc1ccccc1N=Cc1cc(Cl)cc([N+](=O)[O-])c1O
7%,-1,?,72,CCn1c2ccccc2c2cc(NC(=O)CSc3nnc(-c4ccc(OC)cc4)n3N)ccc21
2%,-8,-3%,.,C#CCn1c(=O)c2c(ncn2C)n(C)c1=O
-3%,-2,.,10,CCc1ccc(C2NC(=S)NC3=C2C(=O)CCC3)cc1 (stereo not given)
-6%,-9,4%,38,Cc1cc2oc3c(c(=O)c2cc1C)C(c1cccc(Br)c1)N(Cc1ccco1)C3=O (stereo not given)
1%,0,.,23,O=C(O)c1cnc(-c2ccccc2)nc1Sc1ccccc1Cl
2%,2,7%,2,Cc1cccc(-n2c(CNC(=O)COc3ccccc3)nnc2SCC(=O)Nc2nccs2)c1
-2%,.,.,?,O=c1cc(-c2ccccc2)nc(SCc2ccc(F)cc2)[nH]1
2%,.,.,-5,CCn1c(SCC(=O)N/N=C/c2ccc(C)o2)nnc1-c1ccc(C(C)(C)C)cc1
3%,11,10%,-9,CCC1(C)CC(C(CC(=O)O)c2ccc(C)cc2)CCO1 (stereo not given)
-25%,13,25µM*,4,CC[n+]1c(/C=C2\C=C(C)CC(C)(C)C2)sc2ccccc21
1%,-10,5%,15,Cc1cc(N2CCCC2)n2nc(C)c(-c3ccccc3)c2n1
2%,7,.,-10,C=CCn1c(COc2ccccc2C)nnc1SCC(=O)O
-3%,-6,-1%,?,COc1ccc(C(c2nnnn2CCc2ccccc2)N2CCN(C)CC2)cc1OC (stereo not given)
-3%,3,-1%,-12,COCCCNC(=O)Cn1nc(-c2ccccc2OC)ccc1=O
1%,2,-6%,-7,CCC(=O)NC(=S)Nc1ccc(-c2nc3ccccc3s2)cc1
7%,.,.,?,CC(C)C(=O)N=C1NC(=O)CS1
-3%,8,3%[2.29 µM],19,COC(=O)c1ccc(OC)c(CSc2nnc(COc3ccc(Cl)cc3)o2)c1
-1%,5,4%,?,CCCCn1c(N)c(N(CC(C)C)C(=O)CN(C)Cc2cccc(OC)c2)c(=O)[nH]c1=O
-9%,0,9%,?,O=c1c(=O)n(O)c2ccccc2n1O

A few values from above.
Value of O=c1c(=O)n(O)c2ccccc2n1O under IMPase inh: 0
Value of CCCCn1c(N)c(N(CC(C)C)C(=O)CN(C)Cc2cccc(OC)c2)c(=O)[nH]c1=O under 12-hLO inh: -1%

Returning to the listing; the 5 compounds before the break are reprinted first.
12-hLO inh,IMPase inh,ALOX15B inhib,PNC assembly inh,Molecule
1%,2,-6%,-7,CCC(=O)NC(=S)Nc1ccc(-c2nc3ccccc3s2)cc1
7%,.,.,?,CC(C)C(=O)N=C1NC(=O)CS1
-3%,8,3%[2.29 µM],19,COC(=O)c1ccc(OC)c(CSc2nnc(COc3ccc(Cl)cc3)o2)c1
-1%,5,4%,?,CCCCn1c(N)c(N(CC(C)C)C(=O)CN(C)Cc2cccc(OC)c2)c(=O)[nH]c1=O
-9%,0,9%,?,O=c1c(=O)n(O)c2ccccc2n1O
-5%,1,15%,.,N[C@@H](COP(=O)(O)O)C(=O)O
4%,-2,1%,13,O=c1[nH]nc(Cc2ccccn2)c2ccccc12
-17%,.,.,-110*,COc1ccc(/C=C/C(=O)OCC(=O)Nc2ccc(Cl)c(S(=O)(=O)N(C)C)c2)cc1OC
11%,.,.,-7,O=C(/C=C/NCc1ccc(F)cc1)c1ccccc1
1%,4,.,-119*,CN1CCN(C2CCCCCC2)CC1
-5%,4,-3%,-14,CCOC(=O)c1ccc(CSc2nnc(N)s2)cc1
-7%,-1,1%,?,CCCn1nnc(NC(=O)c2ccc(-c3ccccc3)cc2)n1
-5%,5,17%,-12,CCC1CCCCN1CCCNC(=O)Cn1nc(-c2ccccc2)ccc1=O (stereo not given)
-5%,-1,.,-100*,Cc1ccc2c(CC(=O)OCc3csc(C)n3)coc2c1
?,?,14%,?,CCNc1nc(-c2ccc(Cl)cc2)cs1
11%,3,54%[activator],-8,Cc1cc(NCCCn2ccnc2)n2nc(-c3ccc(F)cc3)cc2n1
-7%,8,11%,37,Cc1sc2nc(CN3CCOCC3)nc(Oc3ccc(NC(=O)c4ccco4)cc3)c2c1C
-1%,.,-3%,.,CC(=O)OC1CC(OC(C)=O)[C@]2(C)C(CC(OC(C)=O)[C@@]3(C)C4=CC(=O)OC(c5ccoc5)[C@]4(C)CCC32)C1(C)C (stereo not given in full)
-2%,2,7%,14,Cc1ccc(OCCOCCNC(C)C)c(Br)c1
-2%,.,.,18,COc1ccc(CN(C)CC(=O)NC(=O)NCc2ccccc2)c(OC)c1
-8%,-1,-7%,?,O=C1CC(c2ccco2)Sc2nc3ccccc3n21 (stereo not given)
-15%,7,3%,-22,COC(=O)c1cn(-c2ccccc2)nc1-c1ccncc1
-6%,1,-2%,-12,O=C(CSc1nnc(COc2ccc(Cl)cc2)o1)OC1CCCCC1
-1%,6,15%,.,CN1C[C@@H](C(=O)N[C@]2(C)O[C@]3(O)[C@H]4CCCN4C(=O)[C@H](Cc4ccccc4)N3C2=O)C[C@H]2c3cccc4[nH]cc(c34)C[C@@H]21
-6%,7,-3%,8,CC(=O)c1c(C)[nH]c(C(=O)NCc2ccc(C)cc2)c1C
2%,.,.,-29,O=C(COC(=O)CNS(=O)(=O)c1c(Cl)cccc1Cl)Nc1cccnc1Cl
-4%,6,-1%,?,CCOC(=O)N1CCC(NC(=O)C(Cc2ccccc2)NC(=O)C2CCCCC2)CC1 (stereo not given)
1%,6,.,3,N#C/C(=C\c1cccs1)C(=O)NCc1ccco1
4%,.,.,?,O=C(c1ccc(Cl)cc1)c1c[nH]cc1-c1ccccc1
2%,5,.,-21,CCN(CC)c1ccc(C2NCC(c3ccc([N+](=O)[O-])cc3)O2)cc1 (stereo not given)
-29%,0,.,-26,CCc1cccc(C)c1NC(=O)c1cccc(N(C)C)c1
7%,0,4%,42,COc1ccc(-c2noc(-c3ccccc3C(=O)N3CCOCC3)n2)cc1
3%,2,64%[activator],149,CCCCNCC(=O)Nc1ccc(NC(=O)CNCCCC)cc1
-6%,5,36%[activator],?,CCOc1ccc(-n2c(SCc3ccc(C#N)cc3)nnc2-c2cccnc2)cc1
6%,3,?,.,Oc1ccc([C@@H]2CNCc3sccc32)cc1O
-1%,11,7%,-23,Cc1nnc(SCC(=O)Nc2ncc(Cl)cc2Cl)n1Cc1ccccc1
-2%,-11,-3%,-2,CCCCn1cnc2c(cnn2-c2ccc(F)cc2)c1=O
2%,27,2%,-20,CCc1n[nH]c2c1/C(=N/O)CCC2
-11%,3,3%,70,Cc1ccc(S(=O)(=O)C(CCC(=O)c2ccc(Cl)cc2)C(N)=O)cc1 (stereo not given)
4%,3,10%,30,O=C(C1CCCCN1S(=O)(=O)c1ccccc1)N1CCCCC1 (stereo not given)
0%,8,.,28,CCCC/C(O)=N\S(=O)(=O)c1ccc(N=NN(C)C)cc1
2%,5,50%[activator],93,Fc1cccc(CN2CCN3CCCC3C2C2CCCCC2)c1 (stereo not given)
